Compound activity deposited in PubChem BioAssay by National Center for Advancing Translational Sciences (NCATS).
RXFP1 agonist = activates the human relaxin receptor RXFP1. HEK293T-RXFP1 cAMP TR-FRET, 30 min; response scale: percent of porcine relaxin response, buffer zero. AID 2676. Q9HBX9. 370,000 tested, 0.3% active. Potency, µM (titrated, usually from 57.5 µM), for the others: at the top dose activation, hits mostly activators; also: potency is read from the fitted curve at half-maximal effect; % is scaled to controls: 0 for no effect and ±100 for the full control effect; nearly all actives have a fitted effect of over 60% in size; many of its hits are not listed in these tables
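HEK293T cells stably expressing RXFP1 were pretreated with the PDE4 inhibitor Ro 20174, exposed to compounds for 30 min at 37C, lysed, and cAMP was read by TR-FRET. Data normalized to buffer (basal) and 29 nM porcine relaxin (100%).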
IDH1 R132H inh = inhibitors of human mutant IDH1 R132H | AID 602179 | IDH1-R132H enzyme, NADPH consumption, diaphorase/resazurin fluorescence | 390,000 tested, 0.093% active | O75874 | Potency, µM (top dose mostly 76.6 µM), for inactives: at the top dose activity change, negative = inhibition, most hits filed as inhibitors; also: potency is read from the fitted curve at half-maximal effect; % is scaled to controls: 0 for no effect and ±100 for the full control effect; nearly all actives have a fitted effect of over 65% in size
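IDH1-R132H (0.5 ug/mL) preincubated 30 min with compound, then NADPH (0.016 mM) and alpha-KG (2 mM) added; 80 min at RT, pH 7.5. Remaining NADPH coupled via diaphorase/resazurin to fluorescence (540/590 nm); concentration-response curves normalized to no-enzyme control.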
LDHA inh = LDHA (human) enzyme inhibition | P00338 | activity change, % (values are at about 110 or 230 µM) | purified LDHA, NADH/diaphorase-resazurin fluorescence; active compounds read low | 480,000 tested, 0.15% active; in the data active = activity change below about -30%; inconclusive = mostly about -25% to -30%;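 also: plate controls were DMSO wells for no effect and wells without enzyme for full effect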
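Human LDH5 at 2 nM final in Tris HCl pH 7.4 with 0.06 mM NADH and 0.2 mM pyruvate, reacted 5 minutes at room temperature. Remaining NADH coupled via diaphorase/resazurin; resorufin fluorescence read at 0 and 20 minutes, normalized to enzyme-free and DMSO wells.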
Glioma ERSR ind = ER stress response induction in glioma | U87-MG GRP78 promoter luciferase reporter, 16 h | Potency, µM, for inactives: top-dose activation, actives largely listed as activators | 420,000 tested, 0.02% active | AID 602332; also: potency is read from the fitted curve at half-maximal effect; series mostly up to about 76 µM; % of control where 0% means no effect; nearly all actives have a fitted effect of over 35% in size
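Stably transfected U87-MG glioma cells carrying a GRP78-based luciferase sensor; 16 h compound incubation. Luminescence end-point read 10 min after Bright-Glo addition at room temperature.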
Vif-APOBEC3G blk = Vif-A3G binding inhibition | Q9HC16 | HeLa A3G-eYFP + Vif (tagged APOBEC3G with the HIV-1 protein that degrades it), YFP fluorescence, overnight | Potency, µM (series often up to 46.1 µM), for inactives: at the highest dose activity, negative = active, actives largely listed as inhibitors | 410,000 tested, 0.076% active | AID 602310;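 also: potency is read from the fitted curve at half-maximal effect; % is scaled to controls: 0 for no effect and ±100 for the full control effect; nearly all actives have a fitted effect of over 60% in size; hits raise eYFP signal because A3G escapes Vif-driven loss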
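Read-out is eYFP fluorescence (Ex 488/Em 500-530) from Vif-expressing HeLa A3G-eYFP cells; more signal means A3G escaped Vif-mediated degradation. Cells plated overnight, compound pinned in, incubated overnight at 37 deg C.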
TrxR1 substrate = is turned over as a substrate by rat TrxR1; AID 588456; purified TrxR1 substrate turnover, NADPH consumption readout; Potency, µM (series often up to 114 µM), for inactives: top-dose activity change, negative = substrate turnover; 390,000 tested, 0.01% active; also: potency is read from the fitted curve at half-maximal effect; % is scaled to controls: 0 for no effect and ±100 for the full control effect; nearly all actives have a fitted effect of over 50% in size
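Rat TrxR1, dispensed at 90 nM, was prereduced with 400 uM NADPH (final) for 5 min at ~22 deg C, then incubated with compound 15 min before 400 uM selenite. A first-read NADPH fluorescence drop versus no-compound background flagged substrates.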
PI4K2A block = PI4K2A (human) kinase inhibition. AID 1346378. 420,000 tested, 0.13% active. purified PI4K2A, ADP-Glo luminescence, 1 h; active compounds read low. Q9BTU6. activity change, negative = inhibition, % at 76.9 µM; in the data active = activity change below about -50%; inconclusive = mostly about -30% to -49%;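 also: -100% = wells without enzyme as full effect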
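PI4K2A activity was measured by ADP-Glo luminescence: enzyme (4 ug/mL stock) and phosphatidylinositol (1.2 mM stock) in Tris pH 7.5/MgCl2/EGTA/Triton X-100 buffer were reacted with ATP (300 microM stock) for one hour at ambient temperature.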
Vif-A3F inh = inhibitors of Vif-A3F interaction; HeLa A3F-eYFP + Vif (tagged APOBEC3F with the HIV-1 protein that degrades it), YFP fluorescence increase; Potency, µM (titrated, usually from 46.1 µM), without a hit: at the top dose activity, negative = active; 390,000 tested, 0.2% active; AID 602313; also: potency is read from the fitted curve at half-maximal effect; % of control where 0% means no effect; nearly all actives have a fitted effect of over 65% in size
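Fluorescence increase (Ex 488/Em 500-530) after overnight compound treatment at 37 deg C flags inhibition of Vif-driven A3F-eYFP loss in stable HeLa A3F-eYFP/Vif cells seeded overnight beforehand.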
USP1 inh = USP1/UAF1 (human) deubiquitinase inhibition. O94782. recombinant USP1/UAF1, Ub-Rhodamine cleavage fluorescence. Potency, µM (doses to about 57.1 µM), for the others: at the highest dose activity change, negative = inhibition, hits mostly inhibitors. 390,000 tested, 0.23% active; also: potency is read from the fitted curve at half-maximal effect; % is scaled to controls: 0 for no effect and ±100 for the full control effect; nearly all actives have a fitted effect of over 60% in size; inactives centre near -12
Target sequence (O94782 whole entry, looked up): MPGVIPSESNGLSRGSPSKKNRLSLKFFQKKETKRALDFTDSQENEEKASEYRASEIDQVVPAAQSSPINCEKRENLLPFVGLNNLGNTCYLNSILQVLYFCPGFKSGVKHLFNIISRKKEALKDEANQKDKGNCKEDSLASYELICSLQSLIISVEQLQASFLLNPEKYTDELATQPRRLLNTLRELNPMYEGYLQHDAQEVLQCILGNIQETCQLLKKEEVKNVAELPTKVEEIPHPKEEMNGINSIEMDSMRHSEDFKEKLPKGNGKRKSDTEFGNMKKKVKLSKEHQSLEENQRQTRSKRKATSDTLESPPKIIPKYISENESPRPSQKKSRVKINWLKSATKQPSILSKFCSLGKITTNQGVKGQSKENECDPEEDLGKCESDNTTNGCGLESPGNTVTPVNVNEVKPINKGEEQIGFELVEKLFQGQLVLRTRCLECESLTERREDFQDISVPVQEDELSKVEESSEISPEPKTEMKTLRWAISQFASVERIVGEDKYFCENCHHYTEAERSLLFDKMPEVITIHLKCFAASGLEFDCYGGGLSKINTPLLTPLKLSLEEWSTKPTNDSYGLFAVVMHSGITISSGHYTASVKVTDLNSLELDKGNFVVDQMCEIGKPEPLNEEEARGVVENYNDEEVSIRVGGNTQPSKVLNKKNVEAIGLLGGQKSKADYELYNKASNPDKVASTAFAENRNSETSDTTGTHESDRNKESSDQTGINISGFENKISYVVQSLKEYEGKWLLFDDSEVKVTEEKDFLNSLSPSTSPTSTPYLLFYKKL
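USP1/UAF1 complex at 1 nM was preincubated with compound for 15 min at room temperature, then Ub-Rho substrate (150nM final) was added. Fluorescence (480/540 nm) was read kinetically, 6 reads every 60 seconds.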
* hit, by the source's call; ? = inconclusive; . = not tested or not shown; & = joins results of further samples; [ ] = remark or other dose. Unless noted, calls follow the shape of the dose curve; as a rule, active = well fitted curve in the direction sought with a large enough effect; inconclusive = small, poorly fitted or top-dose-only effect, or another doubt; inactive = no such curve, though single readings can be large; an effect the other way counts as inactive or inconclusive. Not all compounds are listed; count on the stated rates, not on these rows.

Each structure is followed by: RXFP1 agonist, Vif-A3F inh, IDH1 R132H inh, Vif-APOBEC3G blk, PI4K2A block, Glioma ERSR ind, USP1 inh, LDHA inh, TrxR1 substrate
Cc1ccc(-c2nnn(CC(=O)N(CCN3CCOCC3)C(C(=O)NC3CCCC3)c3ccncc3)n2)o1 (centres undefined)
→ -0.8%, 6%, -8%, -1%, 1, -2%, -10%, -3, 2%
CCC(C)(C)n1nnnc1C(c1cc(OC)ccc1OC)N1CCC(C(N)=O)CC1 (centres undefined)
→ -0.8%, -6%, -4%, 1%, -4, -5%, 6%, -13, -4%
N#Cc1ccc(S(=O)(=O)NCC(=O)OCC(=O)N2CCCC2=O)cc1
→ -1.2%, -12%, 10%, -1%, 3, -5%, 8%, -12, 2%
N#Cc1c(N)oc(-c2cccs2)c1-c1cccs1
→ 1.4%, 1%, 1%, -8%, 5, 0%, -8%, 8, 7%[57.1 µM]
CC12CCC(/C(=C/NNc3ccc([N+](=O)[O-])cc3[N+](=O)[O-])C1=O)C2(C)C (centres undefined)
→ ., -5%, -7%, -3%, 9, -1%, -29%, 3, .
CCc1c(C)c2ccc(OCC(=O)OC(C)C)c(C)c2oc1=O
→ 0.1%, -2%, 3%, 0%, 6, -1%, -2%, -6, 30%
Clc1ccc(-c2nnnn2-c2ccc(Cl)c(Cl)c2)cc1Cl
→ -2.1%, -10%, -2%, -4%, 7, -1%, -4%, -11, 5%
Cc1c(C)c2ccc(OC(C)C(=O)NC3CC(C)(C)NC(C)(C)C3)cc2oc1=O (centres undefined)
→ 6.5%, -31%, -5%, 7%, 3, -2%, -15%, -2, 172%[activator]
CC[C@H]1c2[nH]c3ccccc3c2C[C@@H]2C(=O)N(c3ccc(F)cc3)C(=O)N21
→ -2.1%, 3%, 17%, 0%, -7, -5%, -17%, -5, -11%[57.1 µM]
O=C(O)c1ccc(CS(=O)(=O)c2c(Cl)cccc2Cl)o1
→ 5.7%, 0%, 8%, -4%, 0, -6%, -21%, -3, 10%
COc1cc(NC2c3ccccc3C(=O)N2c2ccc(C)cn2)cc(OC)c1OC (centres undefined)
→ -0.3%, 1%, 16%, -5%, -27, -3%, -17%, 13, 13%[57.1 µM]
COc1cc(-c2noc(C3CC(=O)N(c4cc(C)ccc4C)C3)n2)cc(OC)c1OC (centres undefined)
→ 0.1%, -2%, -7%, -1%, 2, -3%, -16%, 2, -3%[57.1 µM]
COc1cc(CC(=O)OCC(=O)Nc2cc([N+](=O)[O-])ccc2Cl)cc(OC)c1OC
→ 4.4%, -3%, 1%, -2%, -8, -3%, -13%, -1, -3%
COc1ccc([C@H]2C[C@H](n3cc(C4CC4)nn3)[C@@H](O)CN2C(=O)C2CCCCC2)cc1
→ ., -1%, 1%, -2%, -2, 2%, -4%, -5, .
O=C(Cn1ncc2c3ccccc3n(Cc3ccccc3)c2c1=O)NCCCN1CCOCC1
→ 6.0%, -1%, 0%, 1%, -2, 0%, -23%, -1, 8%
Cc1ccc(S(=O)(=O)N(C)C)cc1NC(=O)c1cccnc1Oc1ccccc1
→ 4.8%, -15%, 3%, -2%, 2, -5%, -6%, -8, -2%
CSc1ccc(/C=N/NC(=O)C[n+]2ccccc2)cc1
→ 0.4%, -2%, 2%, -3%, 0, 2%, -5%, -3, -8%
CCOP(=O)(OCC)C(NC(=O)c1ccc(OC)cc1)c1ccccc1 (centres undefined)
→ 1.5%, 4%, 3%, -4%, 3, -5%, -21%, 1, 3%
COc1cc(C2Nc3cccc4cccc(c34)N2)ccc1OC(C)=O
→ 0.9%, 3%, 8%, -2%, ?, -3%, -25%, 28, 1%
COCc1cc(C)nc2sc(C(=O)Nc3ccccc3OC)c(N)c12
→ 9.1%, ?, 7%, -9%, 2, -1%, -6%, -1, 9%[57.1 µM]
O=C(NC1CCCCC1)C(c1ccccc1)N(C(=O)c1csnn1)C1CCCC1 (centres undefined)
→ -4.0%, -4%, 4%, -7%, -2, -5%, -16%, 1, 6%[57.1 µM]
CN1CCN(C(=O)Cn2ncc3c4ccccc4n(Cc4ccc(Cl)cc4)c3c2=O)CC1
→ 2.6%, -18%, -1%, -1%, -1, -2%, -24%, -11, 8%
COc1ccc(/C=N/NC(=O)c2c(-c3ccccc3)noc2C)cc1
→ -0.8%, 1%, 2%, -1%, 2, 0%, -20%, -2, -9%
Cc1cc(=O)c2ccccc2n1CC(=O)NCc1ccccc1
→ 0.7%, -5%, 3%, -2%, -2, -1%, 3%, 0, -2%
CC(C)c1cc(NCCN2CCOCC2)n2c(nc3ccccc32)c1C#N
→ ., 1%, -4%, 0%, -4, -4%, -8%, -3, 5%
CC(=O)Nc1nnc(-c2ccc(Cl)s2)o1
→ 1.7%, ?, -6%, 1%, 3, -2%, 9%, 2, 9%
COC(=O)c1cc(NS(=O)(=O)c2ccc(F)cc2)ccc1N1CCOCC1
→ 0.6%, 2%, 8%, 0%, -4, -2%, -21%, 0, 0%
CCOC(=O)[C@H]1[C@H]2COc3ccc(C)cc3[C@@H]2N2C(=O)CN(Cc3ccc(OC)cc3)C(=O)[C@@]12C
→ 2.2%, -2%, -14%, -7%, 1, -4%, -20%, 1, 3%
CC(C)CNC(=O)C1(C)CCCN1Cc1ccc(S(C)(=O)=O)cc1 (centres undefined)
→ ., ., ., -2%, -4, -2%, ., 2, .
Cc1cn([C@H]2C[C@H](O)[C@@H](CNC(=O)[C@H](N)Cc3cn(COCc4ccccc4)cn3)O2)c(=O)[nH]c1=O
→ ., 0%, -10%, 1%, 1, -2%, -2%, -1, .
C/C(=C(\C#N)C(=O)NCc1ccccc1)N(C)C
→ 0.5%, 0%, 0%, 1%, 1, 0%, -27%, -8, 11%[57.1 µM]
CCOC(=O)c1oc2ccc(Br)cc2c1NC(=O)CN1CCN(C)CC1
→ 0.6%, -11%, 6%, 1%, 5, -6%, -12%, -1, 11%[57.1 µM]
O=C(NCc1cn(-c2ccccc2)nc1-c1ccc(F)cc1)c1cccc([N+](=O)[O-])c1
→ -1.2%, -6%, -3%, -3%, 0, -2%, -12%, -10, -2%[57.1 µM]
CCc1nc2ccc(C(=O)NCc3ccc4c(c3)OCO4)cn2c1N(C)C(=O)Cc1ccccc1
→ ., ., ., -5%, 2, -4%, ., -4, .
CCC(=O)N1CCc2cc(Br)cc(S(=O)(=O)NCCc3ccccc3)c21
→ 1.2%, 1%, -3%, 2%, -1, -2%, -18%, -1, 8%[2.29 µM]
CCOC(=O)c1cc(NC(=O)Nc2nc3ccccc3s2)c(C)nc1C
→ 5.7%, -3%, 2%, -3%, -1, -2%, -16%, -6, -1%
CCOC(=O)c1ccc(NC(=O)CC(=O)Nc2ccc3nc4n(c(=O)c3c2)CCCCC4)cc1
→ ?, 0%, -23%, -2%, -9, -8%, -17%, -19, -7%
Cc1ccc(N2C(=O)C3ON(c4ccccc4)C(CC(C)C)C3C2=O)cc1 (centres undefined)
→ 2.5%, -9%, 3%, 0%, -1, 1%, -18%, 2, 8%
Cc1cc(C(=O)COC(=O)C2=NNC(=O)CC2)c(C)n1-c1cccc(C(F)(F)F)c1
→ 1.0%, -1%, 3%, -2%, -1, -5%, -15%, -4, 5%
C(=N\n1cnnc1)/c1cn(Cc2ccccc2)c2ccccc12
→ 1.4%, 1%, 6%, -9%, 3, -5%, -12%, 3, 4%
COc1ccccc1Nc1nc(N)nc(CN2CCN(c3ccccc3)CC2)n1
→ 0.4%, -7%, 1%, 1%, -4, -1%, -6%, -8&-11, -1%
CC(C)N(CCCNC(=O)Cn1ncc2c([nH]c3ccccc32)c1=O)Cc1ccccc1
→ 1.4%&3.1%, -5%&-7%, -4%&-6%, 0%&0%, 0&-1, 2%&-4%, -16%&-12%, -3&0, 14%[57.1 µM]
Cc1nc(NC(=O)COC(=O)CCC(=O)c2cccs2)c(Cl)cc1Cl
→ 3.5%, -8%, -4%, 0%, 2, -3%, -12%, -4, -4%
NC(=O)COC(=O)c1cccc(S(=O)(=O)N2CCN(c3ccccc3)CC2)c1
→ 0.3%, -8%, -3%, 0%, -3, -4%, 9%, -10, -2%
CSc1cccc(NC(=O)CN(C)S(=O)(=O)c2cnc[nH]2)c1
→ 3.4%, 1%, 8%, 1%, -1, 9%, -21%, -2, -1%
O=C(CCCCCn1c(=O)[nH]c2ccccc2c1=O)NCCCN1CCN(c2ccccc2F)CC1
→ 2.3%, -1%, -2%, 2%, 0, -10%, 1%, -6, 9%[57.1 µM]

Full records from above.
Profile of `COc1ccccc1Nc1nc(N)nc(CN2CCN(c3ccccc3)CC2)n1` : RXFP1 agonist = 0.4%; Vif-A3F inh = -7%; IDH1 R132H inh = 1%; Vif-APOBEC3G blk = 1%; PI4K2A block = -4; Glioma ERSR ind = -1%; USP1 inh = -6%; LDHA inh = -8&-11; TrxR1 substrate = -1%
Profile of `CC(C)N(CCCNC(=O)Cn1ncc2c([nH]c3ccccc32)c1=O)Cc1ccccc1` : RXFP1 agonist = 1.4%&3.1%; Vif-A3F inh = -5%&-7%; IDH1 R132H inh = -4%&-6%; Vif-APOBEC3G blk = 0%&0%; PI4K2A block = 0&-1; Glioma ERSR ind = 2%&-4%; USP1 inh = -16%&-12%; LDHA inh = -3&0; TrxR1 substrate = 14%[57.1 µM]
